Lipid storage S3 – qHTS Assay for Lipid Storage Modulators in Drosophila S3 Cells; Drosophila S3 cells, BODIPY lipid droplet fluorescence, 18-24 h; cells fed with added oleic acid; lipid storage change, negative = inhibition, % at the top dose, mostly 46.1 µM; hits show Potency in µM; hit rate 0.64% among 320,000; AID 2685; active = well fitted inhibition curve with a large enough effect in the signal ratio, with a control signal flat, not every such curve was filed as active; inconclusive = small, poorly fitted or top-dose-only effect, or effect the other way, or a change in a side signal; the % refers to the signal ratio
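Drosophila S3 cells loaded with oleic acid (400 uM, as added) and compounds at several concentrations; lipid droplets imaged by 488-nm laser-scanning cytometry, 500–530 nm intensity and object ratio to cell channel. Percent activity normalized to 20 uM Triacsin C.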
Lipid storage S3 cell count max – further read-out of Lipid storage S3, marked with its call; cell number change, %; measured here: cell count max response;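 cells counted by Cell Tracker Red CMTPX staining in the red channel; peak over a dose series mostly up to 46.1 µM; percent activity relative to internal control wells on each plate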
* = called active by the depositor; i = inactive; ? = inconclusive; . = not tested or not shown; [ ] = dose if it differs, or a comment. % is set by controls: 0 for no effect and ±100 for the full control effect; potency is the fitted concentration of half-maximal effect. Some of the compounds tested (hit frequency here may not be typical).

Preview:
SMILES	Lipid storage S3	Lipid storage S3 cell count max
O=C(CN1CC(c2ccccc2)CC1=O)N/N=C/c1cc(Br)ccc1O (stereo not drawn)	?	.
Cc1ccsc1C1C=C(c2cccc(Br)c2)Nc2ncnn21 (stereo not drawn)	?	.
CCC(CC)C(=O)c1c[nH]c(C(=O)NCCCn2ccnc2)c1	?	.
COc1ccccc1NS(=O)(=O)c1ccc(C)c(C(=O)NCC2(N(C)C)CCCCC2)c1	?	.
Cc1cc(C(=O)Cn2nc(C(=O)O)c3ccccc3c2=O)c(C)n1CC(F)(F)F	?	.
COc1ccc(-c2noc(CN(C(=O)C(C)(C)C)C(C)C)n2)cc1	?	.
CC(C)[C@H](NC(=O)CCn1nnc2ccccc2c1=O)C(=O)O	?	.
CCOC(=O)Cc1sc(N)nc1C	?	.
COc1cc2nc(C3CCC3)n(NC(=O)C3CCC3)c(=O)c2cc1OC	i	-13
CCCCn1c(N)c(N(Cc2ccccc2OC)C(=O)COc2ccc(C)cc2)c(=O)[nH]c1=O	?	.
CCn1c(C)nc2cc(C(=O)N=Nc3c(O)[nH]c4ccccc34)ccc21	?	.
CCOC(=O)CNC(=S)N(Cc1cccs1)C1CCCC1	-6%	6
CCc1nc(SCC(=O)c2cccc([N+](=O)[O-])c2)n[nH]1	?	.
Cc1cc(C)c(C#N)c(Oc2ccc(O)cc2)n1	1%	.
CC1=CC(C)(C)N(C(=O)CSc2nnc(-c3ccccc3)o2)c2ccc(C)cc21	?	.
COc1cc(/C=N/NC(=O)Cc2ccccc2)cc(OC)c1OC	i	-3
CCOc1ccc(CCNC(=O)C2CCN(S(=O)(=O)N3CCCCC3)CC2)cc1OCC	0%	8
Cc1ccc(Cn2cnc3c(cnn3C(C)(C)C)c2=O)cc1	?	.

The whole of this part, previewed entries included:
SMILES	Lipid storage S3	Lipid storage S3 cell count max
O=C(CN1CC(c2ccccc2)CC1=O)N/N=C/c1cc(Br)ccc1O (stereo not drawn)	?	.
Cc1ccsc1C1C=C(c2cccc(Br)c2)Nc2ncnn21 (stereo not drawn)	?	.
CCC(CC)C(=O)c1c[nH]c(C(=O)NCCCn2ccnc2)c1	?	.
COc1ccccc1NS(=O)(=O)c1ccc(C)c(C(=O)NCC2(N(C)C)CCCCC2)c1	?	.
Cc1cc(C(=O)Cn2nc(C(=O)O)c3ccccc3c2=O)c(C)n1CC(F)(F)F	?	.
COc1ccc(-c2noc(CN(C(=O)C(C)(C)C)C(C)C)n2)cc1	?	.
CC(C)[C@H](NC(=O)CCn1nnc2ccccc2c1=O)C(=O)O	?	.
CCOC(=O)Cc1sc(N)nc1C	?	.
COc1cc2nc(C3CCC3)n(NC(=O)C3CCC3)c(=O)c2cc1OC	i	-13
CCCCn1c(N)c(N(Cc2ccccc2OC)C(=O)COc2ccc(C)cc2)c(=O)[nH]c1=O	?	.
CCn1c(C)nc2cc(C(=O)N=Nc3c(O)[nH]c4ccccc34)ccc21	?	.
CCOC(=O)CNC(=S)N(Cc1cccs1)C1CCCC1	-6%	6
CCc1nc(SCC(=O)c2cccc([N+](=O)[O-])c2)n[nH]1	?	.
Cc1cc(C)c(C#N)c(Oc2ccc(O)cc2)n1	1%	.
CC1=CC(C)(C)N(C(=O)CSc2nnc(-c3ccccc3)o2)c2ccc(C)cc21	?	.
COc1cc(/C=N/NC(=O)Cc2ccccc2)cc(OC)c1OC	i	-3
CCOc1ccc(CCNC(=O)C2CCN(S(=O)(=O)N3CCCCC3)CC2)cc1OCC	0%	8
Cc1ccc(Cn2cnc3c(cnn3C(C)(C)C)c2=O)cc1	?	.
COc1ccc(C2CC(c3cccs3)=NN2C(=O)CCl)cc1OC (stereo not drawn)	?	.
CCC(=O)c1c[nH]c(C(=O)NCc2cccc(C(F)(F)F)c2)c1	9%	1
COC(=O)CCC[C@H]1CC2(C[C@H](CCCO[Si](C)(C)C(C)(C)C)N1C(=O)OC(C)(C)C)OCCO2	-5%	-3
O=c1cc(CN2CC(O)Cc3ccc4ccccc4c32)nc2sccn12 (stereo not drawn)	?	.
CCOc1ccc(NC(=O)CN(C)S(=O)(=O)c2cccs2)cc1	?	.
CCOC(=O)N1CCOCCOCCN(C(=O)OCC)CCOCC1	?	.
O=c1c2c(nc3c(-c4cccc(Br)c4)c[nH]n13)CCCC2	?	.
O=C(/C=C/c1ccc(Cl)cc1Cl)N1CCc2ccccc21	?	.
Cc1cc(C(=O)O)ccc1[N+](=O)[O-]	?	.
CCCN(Cc1cc2cc(C)ccc2[nH]c1=O)C(=O)c1cccc(OC)c1	?	.
O=C(NCc1ccccc1)C(c1cccs1)N(Cc1cccs1)C(=O)c1cnccn1 (stereo not drawn)	4%	6
CC1(C)Cc2cccc(OCC(=O)Nc3ccc(S(N)(=O)=O)cc3)c2O1	28%	.
CCOCCCN1CN(S(=O)(=O)c2ccc(Cl)cc2)c2nc3ccccc3nc21	15%	-12
Cc1c(C(=O)NC(=S)Nc2ccccc2N2CCCC2)cccc1[N+](=O)[O-]	?	.
Nn1c(SCC(=O)Nc2ccccc2C(F)(F)F)nncc1=O	?	.
CCNc1nc(NC(C)C)nc(N(C#N)C(C)C(=O)N(CC)CC)n1 (stereo not drawn)	5%	19
O=C(c1cnccn1)N(Cc1cccs1)C1(C(=O)NC2CCCCC2)CCCCC1	-2%	0
Cc1cc(C)cc(OCC(=O)NNC(=O)c2cc3ccccc3oc2=O)c1	?	.
O=C(CN1C(=O)S/C(=C\c2ccc(Cl)cc2)C1=O)NC1C=CS(=O)(=O)C1 (stereo not drawn)	?	.
O=C(Nc1cc2c3c(c1)CC(=O)N3CCC2)c1ccco1	?	.
CCCCCn1c(CCNC(=O)c2cccs2)nc2ccccc21	i	.
CC(=O)Nc1ccc(NC(=O)C(C)Sc2nc3ccccc3c(=O)n2CC2CCCO2)cc1 (stereo not drawn)	?	.
CC(=O)N1c2ccc(S(=O)(=O)NCCc3ccc(S(N)(=O)=O)cc3)cc2CC1C (stereo not drawn)	i	0
CCCNC(=O)NC(=O)c1cnccc1C(F)(F)F	-11%	1
COc1cc(/C=N/N=C2/SCC(=O)N2c2ccc(O)cc2)ccc1O	-1%	10
O=C1OCCC1Sc1nnc(-c2ccccc2)o1 (stereo not drawn)	?	.
CCN(CC)Cc1cc(C(C)=O)ccc1O	?	.
O=C(Nc1cc(C(F)(F)F)ccc1N1CCOCC1)c1ccc(F)cc1	?	.
CCN1CCN(Cc2ccc(NC(=O)c3cc(NC(=O)N4CCNC4=O)cc(OC)c3)cc2C(F)(F)F)CC1	?	.
COC(=O)c1c(NC(=S)NN2CCN(C)CC2)sc2c1CCC(C)C2 (stereo not drawn)	?	.
COc1ccc(Cc2nnc(-c3ccccc3)o2)cc1	5%	8
O=C(c1cc(-c2ccco2)nc2ccccc12)N(Cc1nnc(-c2ccc(Cl)cc2)o1)C1CC1	?	.
CCOC(=O)C1CCCN(Cc2nc(CC3CC3)no2)C1 (stereo not drawn)	?	.
COC(=O)c1cc(OC)c(OC)cc1NC(=S)NC(=O)c1ccco1	18µM*	-16*
CCN(CC(=O)Nc1ccc2c(c1)OC(F)(F)O2)Cc1nc2ccccc2c(=O)[nH]1	?	.
Cc1cnc(CNC(=O)c2ccc3oc(Cc4ccccc4)nc3c2)[nH]1	i	31
COc1ccc(N2C(=O)CC(N3CCN(c4ccc(C(=O)c5cccnc5)cc4)CC3)C2=O)cc1 (stereo not drawn)	-6%	23
COc1cccc(S(=O)(=O)NCc2ccc(C(=O)N3CCN(Cc4ccccc4)CC3)cc2)c1	?	.
COCCCNC(=S)NC1CC2CCC(C1)N2Cc1ccccc1 (stereo not drawn)	?	.
COc1cc(C(=O)NCc2ccc(OCCN(C)C)cc2)cc(OC)c1OC	2%	-2
COc1ccccc1NS(=O)(=O)c1cc(C(=O)NCc2cccnc2)ccc1C	26%	1
C(#CCN1CCCC1)CC(c1ccccc1)c1ccccc1	?	.

3 of the entries above in order of the Lipid storage S3 cell count max value, high to low.
mol | Lipid storage S3 cell count max
Cc1cnc(CNC(=O)c2ccc3oc(Cc4ccccc4)nc3c2)[nH]1 | 31
COc1ccc(Cc2nnc(-c3ccccc3)o2)cc1 | 8
COc1cc(C(=O)NCc2ccc(OCCN(C)C)cc2)cc(OC)c1OC | -2

(further entries)
SMILES	Lipid storage S3	Lipid storage S3 cell count max
Cc1noc(C)c1COc1cccc(C(=O)NCCc2c[nH]c3ccccc23)c1	?	.
O=C(NC1CCCCC1)c1cc([N+](=O)[O-])[nH]n1	-11%	-8
COc1ccc(C)cc1S(=O)(=O)NCCC1=CCCCC1	i	0
O=C(CSc1nnc(NC2CC2)s1)NN1C(=O)NC2(CCCCC2)C1=O	?	.
O=C(CCc1nnc(Cc2cccc(C(F)(F)F)c2)o1)NCCc1ccccc1F	i	-5
O=C(NN1C(=O)C2C3C=CC(C4CC34)C2C1=O)c1ccccc1Cl (stereo not drawn)	-4%	4
COc1cccc(C(=O)Nc2ccc(NC(=O)C3CC3)nc2)c1	?	.
Cc1ccc(NC2=NC(=S)N(CC#N)C23CCCCC3)cc1	10%	12
CCOc1ccc(C2CC(c3ccc(CC)cc3)n3nc(N)nc3N2)cc1 (stereo not drawn)	?	.
O=C(Nn1cnnc1)c1ccc(OC(F)(F)C(F)C(F)(F)F)cc1 (stereo not drawn)	?	.
Cc1ccc(-c2nc(CS(=O)CC(=O)NCCCc3ccccc3)c(C)o2)cc1 (stereo not drawn)	i	14
Cc1ccc(C(O)(C(=O)NNc2ccc3ccccc3n2)c2ccc(C)cc2)cc1	?	-2
CCOc1ccc(C(=O)NCCc2ccc3c(c2)OCCO3)cc1	-8%	3
NC1=NC(c2cccc(O)c2)n2c(nc3ccccc32)N1 (stereo not drawn)	?	.
O=C(NNc1c2ccccc2nc2ccccc12)c1ccc(O)cc1	16µM*	-17*
CCOC(=O)C1=C(N)N(c2ccccc2)C(=O)C1	i	6
O=C(N/N=C1\CC(c2ccccc2)Oc2ccccc21)c1cccnc1 (stereo not drawn)	?	.
Cc1ccc(Oc2ccc(NC(=O)C3=CC=CN4CCS(=O)(=O)N=C34)cc2)cc1	i	-7
O=C(NCCc1ccc(Cl)cc1)C1CCCN(S(=O)(=O)c2cnc[nH]2)C1 (stereo not drawn)	-2%	1
CCCCn1cnc2cc(NCc3cccc(OC)c3O)ccc21	14%	-4
COc1ccccc1NC(=O)NCc1ccc(C)n1C	21%	28
N=C1C=CC=C2C1=NC1(CCCCC1)N2O	?	.
CC(C(=O)Nc1cccc(S(=O)(=O)N2CCOCC2)c1)N1CCN(C/C=C/c2ccccc2)CC1 (stereo not drawn)	?	.
CC(C(=O)Nc1ccc(N2CCOCC2)cc1)N1C(=O)c2ccccc2C1=O (stereo not drawn)	?	.
CC1CC(C)CN(CC(O)COc2ccc3c(c2)CCC3)C1 (stereo not drawn)	?	.
O=C(CN(C(=O)CNC(=O)c1cccs1)c1ccccc1F)NC1CCCCC1	?	.
O=C(NNC(=O)c1ccccc1[N+](=O)[O-])c1ccco1	?	.
CC(=O)N1CCN(CC(=O)Nc2cc([N+](=O)[O-])ccc2Cl)CC1	-4%	1
O=C(CCCC(=O)N(c1cccc(F)c1)C(C(=O)NC1CCCC1)c1ccc(O)cc1)Nc1ccccn1 (stereo not drawn)	i	0
COc1ccc(S(=O)(=O)N(CC(=O)NCc2ccco2)c2ccccc2OC)cc1	?	.
CN(CC(=O)Nc1cccc(F)c1)C(=O)c1ccc(N2CCCC2)c([N+](=O)[O-])c1	?	.
O=C(CCCc1c[nH]c2ccccc12)Nc1ccc2ccccc2c1	?	.
CCn1c(=O)cc(OCC(=O)N(C)c2ccccc2F)c2ccccc21	?	.
CN(Cc1nc2ccccc2s1)C(=O)c1ccc(F)cc1	?	.
COc1ccc(C)cc1NC(=O)C(OC(=O)c1ccc([N+](=O)[O-])o1)c1ccccc1 (stereo not drawn)	?	.
Cc1ccc(OCCC(=O)OCC(=O)N2CC(=O)Nc3ccccc32)cc1	-21%	-14
CCOC(=O)c1[nH]cnc1C(=O)Nc1ccc(C)cc1	?	.
c1nnc2c3c4c(sc3ncn12)CCC4	1%	3
O=C(CN1CCc2ccccc2C1)Nc1ccc(Br)cc1	?	.
COc1ccccc1C(=O)Nc1ccnn1C1CCN(CCC(C)c2ccc(C)o2)CC1 (stereo not drawn)	?	.
CCOc1ccc(/C=C/C(=O)NCc2ccccc2)cc1	?	.
O=C(Nc1cccc(C(F)(F)F)c1)C1CCN(S(=O)(=O)c2cnc[nH]2)CC1	?	.
CCC1(C)NC(=O)N(/N=C/c2ccc(C)s2)C1=O (stereo not drawn)	5%	1
COc1ccc2oc(C(=O)OCC(=O)Nc3cc(S(=O)(=O)N4CCOCC4)ccc3C)c(C)c2c1	?	.
CCCCN(Cc1ccccc1)S(=O)(=O)c1cc(Br)cc2c1N(C(C)=O)C(C)C2 (stereo not drawn)	?	.
CCC1(c2ccccc2)NC(=O)N(CC(=O)N(C)CC(=O)Nc2c(C)cccc2C)C1=O (stereo not drawn)	19%	.
O=C(c1ccccc1)N1CCN(C(=O)c2ccc3c(c2)OCO3)CC1	?	.
Cc1c(CC=C(Cl)Cl)c(=O)[nH]c2c(C)cccc12	?	.
CCCN(CCC)C(=O)Cc1ccc(F)cc1	-18%[9.22 µM]	-10
COc1ccc(OCC(=O)N(Cc2sccc2C)C2CCS(=O)(=O)C2)cc1 (stereo not drawn)	?	.
COc1ccc(NC(=O)CNC(=O)c2nn(-c3ccc(OC)cc3OC)c(=O)c3ccccc23)c(OC)c1	?	.
COc1ccc(/C=N/NC2=NS(=O)(=O)c3ccccc32)cc1OC	-3%	16
CCO[C@@H]1OC(C(N)=O)=C[C@H](c2ccc(C(F)(F)F)cc2)[C@H]1CCCO	-11%	-10
Cc1cccc(C)c1-n1nnnc1-c1cnccc1C(F)(F)F	7%	10

Compound activity from PubChem BioAssay.
